M5 antag: human M5 muscarinic receptor antagonists, primary screen, CHO cells, Fluo-8 calcium fluorescence; CHO-hM5 cells, ACh EC80; inhibition, % at 3 µM; 360,000 tested, 0.59% active; AID 624040, 2012;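 active = inhibition above a per-plate cutoff, the mean of that plate's test compounds plus 3 SD, cut at about 27% in these data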;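 also: 0% = acetylcholine EC80 with DMSO and 100% = DMSO without agonist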
CHRM4 antagonist: human M4 muscarinic receptor antagonists, primary screen, CHO cells, Fluo-8 calcium fluorescence. 360,000 tested, 0.73% active. CHO-hM4 cells, ACh EC80. inhibition, % at 3 µM. AID 624125, 2012. Muscarinic acetylcholine receptor M4 (Homo sapiens), P08173;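 active = inhibition above its plate's cutoff, the mean inhibition of sample wells plus 3 SD, cut at about 27% in these data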;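 also: 0% = acetylcholine EC80 with DMSO and 100% = DMSO without agonist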
CRFR2-BP antag: antagonists of CRF-BP/CRF-R2 complex, primary screen, cell-based, HEK293, calcium dye fluorescence, uHTS | 350,000 tested, 0.59% active | CRF-induced calcium fluorescence | inhibition, % at 11.8 µM | AID 588475, 2011;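 active = inhibition of the ligand-induced calcium signal above about 50% at the single tested concentration, limit read from the data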
CRFBP-R2 agonist: agonists of CRF-BP/CRF-R2 complex, primary screen, cell-based, HEK293, calcium dye fluorescence, uHTS; AID 588473, 2011; calcium dye fluorescence (FLIPR); percent of saturating CRF peptide response; 350,000 tested, 0.46% active; activation, % at 13.2 µM; CRF-binding protein / CRF receptor 2 complex (human);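 active = activation of at least 50%, plus an integration ratio under a set limit after plate pattern correction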;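 also: plate controls were neutral control wells without compound for no effect and CRF at EC100 for full effect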
M4 ag: human M4 muscarinic receptor agonists, primary screen, CHO-K1 cells, Fluo-8 calcium fluorescence | CHO-K1 hM4/Gqi5; vehicle 0%, full acetylcholine response 100% | activation, % at 3 µM | 360,000 tested, 0.14% active;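 active = activation above the run mean over all test wells plus 3 SD, cut at about 32% in these data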;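 also: peak over basal fluorescence ratio per well then scaled between controls; 0% = DMSO wells and 100% = acetylcholine at EC100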
CHRM5 PAM: human M5 muscarinic receptor positive allosteric modulators, primary screen, CHO-K1 cells, Fluo-8 calcium fluorescence | 360,000 tested, 0.3% active | activation, % at 3 µM | CHO-K1 hM5, ACh EC20 PAM; 0% = ACh EC20, 100% = ACh EC100 | Muscarinic acetylcholine receptor M5 (Homo sapiens), P08912;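 active = activation above the run cutoff, the mean activation of all test compounds plus 3 SD, cut at about 18% in these data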
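Test system: CHO-K1 hM5 cells / Doses: single-point, 3 µM nominal / Times: Post-acetylcholine fluorescence recording 140 s / Technique: Fluo-8 calcium fluorescence / Measure: Max/basal fluorescence ratio as % of EC20–EC100 ACh window / Benchmarks: low control EC20 acetylcholine (0%), high control EC100 acetylcholine (100%) / Replicates: one well per compound, no replicates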
CHRM4 PAM: human M4 muscarinic receptor positive allosteric modulators, primary screen, CHO-K1 cells, Fluo-8 calcium fluorescence. Muscarinic acetylcholine receptor M4 (Homo sapiens), P08173. CHO-K1 hM4/Gqi5, ACh EC20; 0% = ACh EC20, 100% = maximal ACh. activation, % at 3 µM. AID 624126, 2012. 360,000 tested, 0.4% active;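 active = activation above its plate's cutoff, the mean activation of sample wells plus 3 SD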; also: some results filed as inactive read as strong as hits
IDE cell inh: human IDE inhibitors in live cells, primary screen, fluorescence polarization, HEK cells, FAbetaB substrate; Insulin-degrading enzyme (Homo sapiens), P14735; FAbetaB cleavage; inhibition, % at 5.59 µM; 320,000 tested, 0.41% active;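 active = percent inhibition above the average of all tested compounds plus 3 SD, set per screening campaign, cut at about 16% in these data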;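 also: IDE supplied by intact live HEK cells; FP after avidin binding of uncleaved biotin substrate so inhibition keeps polarization high; 0% = DMSO wells and 100% = 60 µM reference IDE inhibitor Ii1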
Target sequence (P14735 whole entry, looked up): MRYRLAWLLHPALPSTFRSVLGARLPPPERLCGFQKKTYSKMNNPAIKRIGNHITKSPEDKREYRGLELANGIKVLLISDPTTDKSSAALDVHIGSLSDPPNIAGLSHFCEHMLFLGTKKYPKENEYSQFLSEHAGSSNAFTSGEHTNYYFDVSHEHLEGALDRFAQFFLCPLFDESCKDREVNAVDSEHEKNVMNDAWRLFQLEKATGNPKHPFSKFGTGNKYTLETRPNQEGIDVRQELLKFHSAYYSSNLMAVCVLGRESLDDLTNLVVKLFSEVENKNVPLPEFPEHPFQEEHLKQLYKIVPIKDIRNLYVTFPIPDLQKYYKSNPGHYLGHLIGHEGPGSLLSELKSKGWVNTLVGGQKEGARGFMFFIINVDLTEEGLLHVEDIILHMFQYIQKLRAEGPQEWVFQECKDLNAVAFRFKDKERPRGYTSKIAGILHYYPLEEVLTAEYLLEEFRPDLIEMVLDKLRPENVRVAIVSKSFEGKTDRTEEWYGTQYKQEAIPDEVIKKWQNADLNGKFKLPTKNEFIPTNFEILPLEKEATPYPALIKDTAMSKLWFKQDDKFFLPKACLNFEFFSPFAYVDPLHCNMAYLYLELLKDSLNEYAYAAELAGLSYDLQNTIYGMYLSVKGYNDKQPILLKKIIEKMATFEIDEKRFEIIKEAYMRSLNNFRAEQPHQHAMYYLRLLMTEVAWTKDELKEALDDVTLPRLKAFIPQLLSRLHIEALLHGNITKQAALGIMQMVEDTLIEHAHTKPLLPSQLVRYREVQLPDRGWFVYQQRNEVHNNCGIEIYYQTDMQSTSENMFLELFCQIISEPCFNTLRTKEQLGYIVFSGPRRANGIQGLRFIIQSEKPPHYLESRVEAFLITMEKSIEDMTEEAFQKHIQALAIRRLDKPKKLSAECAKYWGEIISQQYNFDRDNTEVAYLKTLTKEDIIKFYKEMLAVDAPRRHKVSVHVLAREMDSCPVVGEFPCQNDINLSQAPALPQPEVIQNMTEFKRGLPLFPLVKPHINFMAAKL
CHRM5 agonist: human M5 muscarinic receptor agonists, primary screen, CHO-K1 cells, Fluo-8 calcium fluorescence. 360,000 tested, 0.19% active. CHO-K1 hM5 cells; 0% DMSO wells, 100% maximal acetylcholine response. Muscarinic acetylcholine receptor M5 (Homo sapiens), P08912. activation, % at 3 µM;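 active = activation above the run's mean over test compounds plus 3 SD, cut at about 23% in these data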;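 also: signal is peak over basal fluorescence ratio across the kinetic read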
* hit, by the source's call; . = no result given; & = joins results of further samples.

#	Structure	M5 antag	CHRM4 antagonist	IDE cell inh	M4 ag	CRFBP-R2 agonist	CHRM4 PAM	CHRM5 agonist	CRFR2-BP antag	CHRM5 PAM
1	Cc1ccc(-c2cc(C(=O)NCc3cnn(C)c3C)c3cc(Br)ccc3n2)cc1	-1	-2	5	4	0.2	0	-3	13	-8
2	O=C(NCc1cccs1)C1CC(c2ccc(Cl)cc2)=NO1 (stereo unspecified)	2	-8	6	5	-4.2	-2	1	-15	-6
3	O=C(NC1CCCCC1)C(c1ccccc1F)n1c(=O)c(-c2ccco2)nc2ccccc21 (stereo unspecified)	-4	0	.	3	.	1	1	.	4
4	CC1CC(C)CN(C(=O)C2CC(=O)N(c3ccc4c(c3)OCCO4)C2)C1 (stereo unspecified)	16	0	-6	8	1.7	-4	5	-5	-17
5	CCC(CC)C(=O)N=C1SC2CS(=O)(=O)CC2N1CCc1ccc(OC)c(OC)c1 (stereo unspecified)	-1	1	4	1	-0.7	-9	3	-1	-4
6	CC(CNCC1CCCO1)COc1cccc2ccccc12 (stereo unspecified)	5	1	1	1	-1.3	-6	-7	-14	-5
7	C#CCNC(=O)C1=C[C@@H](c2ccc(C(F)(F)F)cc2)C[C@@H](OCc2ccc(CO)cc2)O1	8	2	0	2	-0.4	6	0	-1	-7
8	Cn1c(=O)c2c(nc(SCC(=O)N3CCOCC3)n2C)n(C)c1=O	4	-34	-1	2	0.4	-7	-4	-4	-2
9	CCN(CC)C(=O)C1=C(C)N(CCC2=CCCCC2)C(=O)C(CC(=O)NCCc2ccccn2)C1 (stereo unspecified)	2	-18	.	2	-0.9	8	-1	-2	-3
10	O=C(Nc1ccc(N2CCN(C(=O)c3ccco3)CC2)cc1)c1cccc(F)c1	1	0	3	6	0.6	6	3	-11	-3

Fetched one by one from above, three records:
#	Structure	M5 antag	CHRM4 antagonist	IDE cell inh	M4 ag	CRFBP-R2 agonist	CHRM4 PAM	CHRM5 agonist	CRFR2-BP antag	CHRM5 PAM
9	CCN(CC)C(=O)C1=C(C)N(CCC2=CCCCC2)C(=O)C(CC(=O)NCCc2ccccn2)C1 (stereo unspecified)	2	-18	.	2	-0.9	8	-1	-2	-3
2	O=C(NCc1cccs1)C1CC(c2ccc(Cl)cc2)=NO1 (stereo unspecified)	2	-8	6	5	-4.2	-2	1	-15	-6
8	Cn1c(=O)c2c(nc(SCC(=O)N3CCOCC3)n2C)n(C)c1=O	4	-34	-1	2	0.4	-7	-4	-4	-2

(further entries)
#	Structure	M5 antag	CHRM4 antagonist	IDE cell inh	M4 ag	CRFBP-R2 agonist	CHRM4 PAM	CHRM5 agonist	CRFR2-BP antag	CHRM5 PAM
11	COC(=O)c1sccc1NC(=O)c1cc(-c2cc(C)ccc2C)nc2ccccc12	0	3	-2	0	0.1	4	1	14	-3
12	O=C(N/N=C/c1ccsc1)c1c[nH]c2ccccc12	21	-1	-3	2	-2.5	-2	-3	-7	-13
13	COc1ccc(N2CCC(CNC(=O)Nc3ccc(Cl)cc3)C2)cc1 (stereo unspecified)	18	5	3	11	-0.3	-29	2	3	-18
14	COc1ccccc1N(CC(=O)NCCSCc1ccccc1)S(=O)(=O)c1ccccc1	27	-1	.	13	0.1	-10	-4	31	-14
15	CCN(CC)C(=O)c1ccc(-c2nnc(Nc3ccc(O)cc3)c3ccccc23)cc1	12	-4	1	4	-0.6	-5	1	11	-11
16	CCOc1ccc(NC(=S)NC(=O)c2cnn(CC)c2)c([N+](=O)[O-])c1	5	-6	.	2	-1.0	2	-3	17	-4
17	Nc1cc(=O)n(Cc2ccccc2)c(=O)n1-c1ccc(Cl)cc1	5	8	-2	10	-1.1	-3	1	-3	-14
18	CCn1c(=O)c(C(=O)NCCc2ccccc2)c(O)c2ccccc21	-1	10	3	-2	10	-1	0	-12	-9
19	CCOC(=O)/C(C#N)=N\Nc1cc(Cl)ccc1OC	7	-2	4	1	5.9	0	-2	-23	2
20	Cc1c(C(=O)N2CCN(Cc3ccccc3)CC2)sc2ncnc(N3CCOCC3)c12	-5	3	-3	5	-0.8	-3	2	4	1

(cont.)
#	Structure	M5 antag	CHRM4 antagonist	IDE cell inh	M4 ag	CRFBP-R2 agonist	CHRM4 PAM	CHRM5 agonist	CRFR2-BP antag	CHRM5 PAM
21	COc1ccc(S(=O)(=O)N2CCOCC2)cc1NC(=O)c1ccc2c(c1)OCO2	-3	-8	4	5	4.3	-3	3	-4	10
22	COc1ccc(Cl)cc1C(=O)NNC(=O)C1CCCO1 (stereo unspecified)	-3	-6	.	1	1.0	17	3	-3	0
23	CCCOC(=O)c1ccc(OCC(O)Cn2c(C)nc3ccccc32)cc1 (stereo unspecified)	26	6	.	17	-0.7	-13	9	-5	-23
24	COc1ccccc1-c1cc(C(=O)NC2CCCC2)no1	-1	-1	-3	0	1.0	4	-6	-6	-2
25	COc1cc(OC)c(C2=NOC(C(=O)Nc3cc(C)nn3-c3ccccc3)C2)cc1Cl (stereo unspecified)	10	-6	2	5	0.5	-5	7	1	-9
26	CCOC(=O)Cn1c(O)c(N=NC(=O)OC)c2ccccc21	6	10	0	1	-3.6	8	0	10	7
27	C/C(=N\NC(=O)c1cccc(S(=O)(=O)N2CCCC2)c1)c1ccncc1	2	-10	5	2	1.1	3	-6	2	-13
28	CCOc1ccccc1OCC(=O)Oc1ccc(C)c(C)c1	2	-17	2	-1	-0.4	-1	0	5	-2
29	Cc1ccc(CS(=O)Cc2ccc(C(=O)N3CCOCC3)o2)cc1 (stereo unspecified)	10	17	-3	1	-1.0	-4	-2	-10	-3
30	CC(=O)Oc1ccc2c(C)c(CC(C)O)c(=O)oc2c1 (stereo unspecified)	1	5	9	3	-0.4	0	-1	6	-1

Continuation:
#	Structure	M5 antag	CHRM4 antagonist	IDE cell inh	M4 ag	CRFBP-R2 agonist	CHRM4 PAM	CHRM5 agonist	CRFR2-BP antag	CHRM5 PAM
31	CSc1nnc(-c2ccc(O)cc2)n1C	1	-2	2	0	-1.1	7	0	9	-1
32	COc1ccccc1NC(=O)C1=C(C)Nc2nc(-c3cccs3)nn2C1c1cccc(O)c1 (stereo unspecified)	17	2	7	13	4.5	-5	0	-52	-12
33	CCCCn1c(N)c(N(CC(C)C)C(=O)CCCc2nc3ccccc3c(=O)[nH]2)c(=O)[nH]c1=O	4	-8	-1	0	-0.1	11	4	9	-3
34	Cc1cc([N+](=O)[O-])nn1CCCC(=O)Nc1cccnc1Cl	-4	15	1	1	-1.8	-14	0	18	2
35	CC1=CC(C)=Nc2ccc(C)cc2N1	2&1	3&13	-2&4	0&1	-0.4&0.4	-3&0	0&0	4&-3	-4&2
36	CN(Cc1nc2ccccc2c(=O)[nH]1)C(=O)c1cc2c(s1)CCCCC2	8	-2	-1	1	0.4	6	1	-6	13
37	COc1ccc(C(OC(=O)c2ccco2)C(=O)NC(C)(C)C)cc1OC (stereo unspecified)	8	0	.	0	-1.2	-5	-1	18	-5
38	COc1ccc(CCNC(=O)CNCCc2ccc(F)cc2)cc1	5	-1	-1	3	-1.4	-3	2	-4	0
39	CC(=O)OC1C2CCC1C([N+]1(C)CCCCC1)CC2 (stereo unspecified)	-3	3	0	1	0.7	-4	-10	2	8
40	Cn1c(N)c(C(=O)CSc2nc(N)cc(=O)[nH]2)c(=O)n(C)c1=O	-3	-9	3	1	1.1	12	-2	-4	-1

An excerpt of these results, screen by screen.
31: CSc1nnc(-c2ccc(O)cc2)n1C
32: COc1ccccc1NC(=O)C1=C(C)Nc2nc(-c3cccs3)nn2C1c1cccc(O)c1 (stereo unspecified)
33: CCCCn1c(N)c(N(CC(C)C)C(=O)CCCc2nc3ccccc3c(=O)[nH]2)c(=O)[nH]c1=O
34: Cc1cc([N+](=O)[O-])nn1CCCC(=O)Nc1cccnc1Cl
35: CC1=CC(C)=Nc2ccc(C)cc2N1
screen / no. | 31 | 32 | 33 | 34 | 35
M5 antag | 1 | 17 | 4 | -4 | 2&1
CHRM4 antagonist | -2 | 2 | -8 | 15 | 3&13
IDE cell inh | 2 | 7 | -1 | 1 | -2&4
M4 ag | 0 | 13 | 0 | 1 | 0&1
CRFBP-R2 agonist | -1.1 | 4.5 | -0.1 | -1.8 | -0.4&0.4
CHRM4 PAM | 7 | -5 | 11 | -14 | -3&0
CHRM5 agonist | 0 | 0 | 4 | 0 | 0&0
CRFR2-BP antag | 9 | -52 | 9 | 18 | 4&-3
CHRM5 PAM | -1 | -12 | -3 | 2 | -4&2

Additional entries:
#	Structure	M5 antag	CHRM4 antagonist	IDE cell inh	M4 ag	CRFBP-R2 agonist	CHRM4 PAM	CHRM5 agonist	CRFR2-BP antag	CHRM5 PAM
41	CCc1nnc(NC2=NCCC2)s1	-3	-3	-1	1	1.3	13	-4	-4	6
42	COCCNC(=S)N/N=C(\C)c1ccc(Cl)c(Cl)c1	6	11	-3	0	-1.2	-5	1	-41	-1
43	CCN(C(=O)COC(=O)C(Cc1ccccc1)N1C(=O)c2ccccc2C1=O)C1CCS(=O)(=O)C1 (stereo unspecified)	4	8	4	3	-0.1	1	-2	-10	-5
44	CCOc1ccc(S(=O)(=O)n2ccnc2)c2ccccc12	-7	-16	-6	0	-1.6	2	1	5	7
45	O=C(Oc1ccccc1)c1cc2ccccc2o1	2	11	-1	-2	1.4	9	4	-5	5
46	Cc1[nH]nc2c1C(c1ccc(O)cc1)C1=C(CC(C)(C)CC1=O)N2 (stereo unspecified)	3	-1	3	2	1.4	10	1	17	10
47	Cc1ccsc1/C=N/NC(=O)c1cccs1	4	-1	3	2	-1.6	0	-2	15	-6
48	O=C(COC(=O)c1ccccc1)NCC1COc2ccccc2O1 (stereo unspecified)	5	-3	.	1	0.7	0	0	6	0
49	O=C(c1cccc(Br)c1)c1conc1C(=O)c1ccco1	-2	-8	6	2	-1.2	12	-3	8	1

Screens as filed in PubChem BioAssay.
